# Screening results from PubChem.
# Xi reactivation = activators of inactive X chromosome reactivation, primary screen, imaging, XiGFP fibroblasts, GFP high-content imaging, set 2; XiGFP mouse fibroblasts, % GFP-positive cells imaging, 3 d; cells co-treated with 5-aza-dC sensitizer; scaled so ellipticine positive control = 100%; activation, % at 7.58 µM; actives 0.055% (n = 360,000); AID 743238, 2013;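 active = mean normalized replicate activation at least 10% and every replicate at or above 10%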;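 note: 0% = median of on-plate neutral control wells and 100% = ellipticine 6 µM median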
#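 System: 68-5-11 XiGFP fibroblast line | Buffer or medium: DMEM containing 5-aza-dC | Compound: Single point | Times: Compounds 3 days, fix/stain 15 min at room temperature | Benchmarks: Positive control ellipticine, 6 µM final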
# RAD52 anneal inh = RAD52 DNA annealing inhibitors, primary screen, biochemical, FRET, single point, set 2. DNA repair protein RAD52 homolog (Homo sapiens), P43351. recombinant RAD52 DNA annealing, FRET fluorescence. inhibition, % at 18.7 µM. actives 0.46% (n = 360,000);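 active = every replicate showing at least 50% inhibition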
# Target sequence (P43351 whole entry, looked up): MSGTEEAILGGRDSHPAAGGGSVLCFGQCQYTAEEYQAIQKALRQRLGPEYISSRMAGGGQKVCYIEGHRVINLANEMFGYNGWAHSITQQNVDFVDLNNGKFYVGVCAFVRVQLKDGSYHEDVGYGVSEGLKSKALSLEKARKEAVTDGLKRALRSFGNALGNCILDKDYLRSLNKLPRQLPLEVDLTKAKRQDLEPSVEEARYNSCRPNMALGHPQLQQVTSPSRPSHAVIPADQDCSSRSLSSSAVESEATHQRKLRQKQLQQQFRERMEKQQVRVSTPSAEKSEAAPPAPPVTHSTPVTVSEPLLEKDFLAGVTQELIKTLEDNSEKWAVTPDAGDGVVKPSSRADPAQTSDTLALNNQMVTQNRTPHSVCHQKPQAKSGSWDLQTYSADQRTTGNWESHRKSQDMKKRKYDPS
# RAD54 inh = inhibitors of human RAD54 branch migration, primary screen, biochemical, fluorescence, single point; RAD54 Holliday junction branch migration, FAM/BHQ fluorescence; inhibition, % at 10.4 µM; actives 0.14% (n = 360,000); AID 602329, 2012; DNA repair and recombination protein RAD54-like (Homo sapiens), Q92698;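 active = mean normalized replicate activity at least 40 and at least half of replicates scoring 40 or more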;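 note: 0% = median of neutral control wells and 100% = median of positive control wells; inhibitors cause a drop in the FAM fluorescence signal; in these data hits start at about 50%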
# ERAP1 inh = human ERAP1 aminopeptidase inhibitors, primary screen, biochemical, single point, plate reader. recombinant ERAP1, Leu-AMC fluorescence, 60 min. inhibition, % at 10.7 µM. actives 0.15% (n = 340,000). Endoplasmic reticulum aminopeptidase 1 (Homo sapiens), Q9NZ08;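 active = mean replicate inhibition of at least 30%, or all replicates individually reaching that 30% level; inactive = mean below 30% and not every replicate reaching it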;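 note: 0% = neutral control wells and 100% = L-leucinethiol positive control wells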
# INS-1E GSIS act = GLuc luminescence reporter in INS-1E cells, primary screen for activators of glucose-dependent secretion of insulin; AID 743287, 2014; actives 0.61% (n = 370,000); activation, % at 16.6 µM; INS-1E GLuc reporter insulin secretion, 2-3 h;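 active = lowest replicate activation of at least 40%, so every replicate reaches that level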;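 note: 0% = median of neutral control wells and 100% = median of IBMX positive control wells; some compounds called inactive have numbers as strong as hits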
# esBAF inh = Bmi1 luciferase reporter increase in mESCs, primary screen, esBAF inhibitor project, mouse ES cells, Bmi1 luciferase knock-in, single point; 24 h; 100% = twice the neutral-well signal; reporter increase, % at 12.5 µM; actives 2% (n = 350,000); in the data active = activation above about 40%;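 note: 0% = median of the plate's neutral control wells and 100% = double that signal; a rise in the Bmi1 reporter signal indicates esBAF inhibition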
# CFTR F508del cor = F508del CFTR correction, initial screen, CFBE line, single point; CFBE cells, YFP halide quenching; stimulated with forskolin plus potentiator P3; % fluorescence drop versus neutral controls; activity (quench increase), % at 7.58 µM; actives 0.36% (n = 350,000); AID 720511, 2013;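 active = mean added fluorescence quench of at least 8% versus neutral control, with both replicates also reaching 8%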;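 note: cells transiently co-express mutant CFTR-F508del with the halide-sensitive YFP; corrector assay measuring rescue of mutant channel to the surface after 24 h compound exposure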
# ARNT TACC3 PPI = disruptors of ARNT/TACC3 protein interaction, primary screen, biochemical, AlphaScreen, single concentration; AlphaScreen His-ARNT PAS-B/GST-TACC3 binding, luminescence; TACC3 fragment carries E629A point mutation; inhibition, % at 9.99 µM; actives 0.66% (n = 390,000); Transforming acidic coiled-coil-containing protein 3 (Homo sapiens), Q9Y6A5; AID 623870, 2012;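 active = mean inhibition of replicates at least 50% and at least half of replicates each reaching 50%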;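 note: 0% = complete ARNT plus TACC3 wells and 100% = ARNT alone without TACC3; many hits fall short of the cut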
# The depositor's hits bear a star; . = no result given; & = joins results of further samples.
item	molecule	INS-1E GSIS act	esBAF inh	RAD54 inh	RAD52 anneal inh
1	C[C@@H]1CN([C@@H](C)CO)C(=O)Cc2cc(NC(=O)CCCCCC(=O)Nc3ccccc3N)ccc2O[C@H]1CN(C)C(=O)Nc1ccc(F)cc1	2	2	.	20
2	COc1ccc(NS(=O)(=O)c2cccc(C(=O)N/N=C(\C)c3ccncc3)c2)cc1	2	.	.	-11
3	CO[C@H]1CN(C)C(=O)c2cc(NC(=O)C3CC3)ccc2OC[C@@H](C)N(C(=O)c2cccnc2)C[C@@H]1C	-7	3	2	-3
4	C[C@@H]1CN([C@H](C)CO)C(=O)c2cc(-c3ccncc3)cnc2O[C@H]1CN(C)S(=O)(=O)c1ccc(F)cc1	14	-13	15	18
5	CN(Cc1ccccc1)C(=O)COC(=O)c1cc(=O)[nH]c2ccccc12	-10	6	-9	-7
6	C[C@@H]1CN([C@H](C)CO)S(=O)(=O)c2ccc(C3=CCCCC3)cc2O[C@@H]1CN(C)Cc1ccccc1F	-5	-4	7	-1
7	CC(Nc1nc(N2CCN(CCO)CC2)nc2ccccc12)c1ccccc1 (stereo unspecified)	-2	.	.	-11
8	CC(=O)Nc1ccc(NC(=O)CSc2nnc(-c3ccco3)o2)cc1	0	-3	0	-16
9	COc1cc2c(cc1OC)CN(CCC(=O)c1ccc(Br)cc1)CC2	23	.	.	0
10	COc1ccc2cc(C(=O)C3CCCN(C(=O)C4=NN(C)C(=O)CC4)C3)ccc2c1 (stereo unspecified)	-5	10	-2	-13
11	Cc1noc(C)c1NC(=O)Nc1ccc2c(c1)C(=O)N([C@H](C)CO)C[C@H](C)[C@@H](CN(C)S(=O)(=O)c1ccccc1)OCCCC[C@H](C)O2	3	3	5	11
12	COc1ccc(CCNC(=O)COc2nncc3ccccc23)cc1	.	2	5	-8
13	COc1cccc(NC(=O)N2C[C@H](O)COC[C@@H]3O[C@H](CC(=O)NCCCN4CCOCC4)CC[C@H]32)c1	18	-2	7	9
14	COc1ccccc1NC(=O)CSCC(=O)N1c2ccccc2CCc2ccccc21	3	.	.	1
15	COc1ccc(-c2nc3n(c(=O)c2C#N)CCS3)c(OC)c1	12	2	-3	-13

item	ERAP1 inh	ARNT TACC3 PPI	Xi reactivation	CFTR F508del cor
1	3	.	0.1	-1.6
2	1	-1	0.3	0.6
3	1	-5	0.1	-1.3
4	-2	30	-1.9	0.8
5	0	-5	0.0	1.5
6	0	0	-0.1	-4.1
7	2	3	0.2	4.3
8	-4	-17	0.0	-3.7
9	6	10	0.1	-1.9
10	2	-14	0.0	-1.4
11	0	-8	0.4	-0.7
12	3	-6	0.4	5.1
13	-1	0	-0.2	-2.5
14	-1	.	0.1	.
15	8	-12	0.2	6.1

# Another view of 2 compounds above:
# Second line of a record – INS-1E GSIS act, esBAF inh, RAD54 inh, RAD52 anneal inh, ERAP1 inh, ARNT TACC3 PPI, Xi reactivation, CFTR F508del cor
(12) COc1ccc(CCNC(=O)COc2nncc3ccccc23)cc1
→ ., 2, 5, -8, 3, -6, 0.4, 5.1
(3) CO[C@H]1CN(C)C(=O)c2cc(NC(=O)C3CC3)ccc2OC[C@@H](C)N(C(=O)c2cccnc2)C[C@@H]1C
→ -7, 3, 2, -3, 1, -5, 0.1, -1.3

# (more compounds)
item	molecule	INS-1E GSIS act	esBAF inh	RAD54 inh	RAD52 anneal inh
16	O=C(Oc1ccc2c(c1)OCO2)C12CC3CC(CC(C3)C1)C2	2	.	.	-9
17	CC(=O)n1cc([C@H]2C=C(C(=O)NCc3ccccc3)O[C@@H](OCc3ccc(CO)cc3)C2)c2ccccc21	-9	1	-7	-52
18	CCN(CC(=O)Nc1ccc(S(N)(=O)=O)cc1)S(=O)(=O)c1cc(C)ccc1OC	17	0	2	.
19	Cc1cc(C(=O)Nc2cccc3c2O[C@@H](CN(C)S(=O)(=O)c2cccs2)[C@@H](C)CN([C@H](C)CO)C3=O)n(C)n1	20	-1	-1	5
20	Cc1cc(C(=O)COC(=O)CC2Sc3ccccc3NC2=O)c(C)n1-c1ccc(Br)cc1 (stereo unspecified)	-11	.	.	-31
21	CO[C@@H]1CN(C)C(=O)c2cc(NC(=O)C3CCCC3)ccc2OC[C@H](C)N(C(=O)CC2CC2)C[C@@H]1C	2&11	-1	2	-9
22	Cc1ccc(CN2CCN(CC(=O)NCCCN3CCN(c4ccc(F)cc4)CC3)C2=O)cc1	-26	-22	0	.
23	CC1(C)CC(=O)C=C(CN2C(=O)c3ccccc3C2=O)C1=O	-1	-11	0	-3
24	NNC(=O)C1CC(O)CN1S(=O)(=O)c1ccc(Cl)cc1 (stereo unspecified)	5	-4	-13	-26
25	O=C(COC(=O)Cc1ccccc1[N+](=O)[O-])NCc1ccccc1Cl	0	.	.	-13
26	CCCC(C(=O)NCCC(C)C)N(Cc1ccc(OC)cc1)C(=O)c1snc(C(N)=O)c1N (stereo unspecified)	-16	-2	-6	-2
27	C[C@@H]1CN([C@@H](C)CO)C(=O)Cc2cc(N(C)C)ccc2O[C@@H]1CN(C)C(=O)Nc1ccc2c(c1)OCO2	15	-1	6	-1
28	CCn1ncc(Br)c1C(=O)Nc1ccccc1C(F)(F)F	8	-7	3	-8
29	O=C(c1ccccc1)N1CCN(c2ccc(N3CCOCC3)nn2)CC1	15	1	-3	-7
30	COCCn1c(SC(C)C(=O)Nc2ccc(N3CCOCC3)cc2)nnc1-c1ccncc1 (stereo unspecified)	3	1	.	2

item	ERAP1 inh	ARNT TACC3 PPI	Xi reactivation	CFTR F508del cor
16	14	1	-0.1	-3.0
17	.	-15	-0.3	2.9
18	.	0	.	.
19	1	-14	-1.1	-2.1
20	-2	2	0.4	.
21	1	11	0.5&0.1	-0.7
22	.	14	.	.
23	.	-12	0.3	-1.1
24	-6	-2	0.0	-1.1
25	2	-4	0.0	2.9
26	7	2	0.2	-1.2
27	0	-5	-0.5	-1.7
28	2	2	0.2	-0.7
29	0	-4	-0.1	-0.6
30	-1	0	0.0	-1.7

# Excerpt: nos. 27–28
item	molecule	INS-1E GSIS act	esBAF inh	RAD54 inh	RAD52 anneal inh
27	C[C@@H]1CN([C@@H](C)CO)C(=O)Cc2cc(N(C)C)ccc2O[C@@H]1CN(C)C(=O)Nc1ccc2c(c1)OCO2	15	-1	6	-1
28	CCn1ncc(Br)c1C(=O)Nc1ccccc1C(F)(F)F	8	-7	3	-8

item	ERAP1 inh	ARNT TACC3 PPI	Xi reactivation	CFTR F508del cor
27	0	-5	-0.5	-1.7
28	2	2	0.2	-0.7

# Taken from above:
# Reading for COCCn1c(SC(C)C(=O)Nc2ccc(N3CCOCC3)cc2)nnc1-c1ccncc1 (stereo unspecified) in ARNT TACC3 PPI: 0
# Reading for O=C(c1ccccc1)N1CCN(c2ccc(N3CCOCC3)nn2)CC1 in Xi reactivation: -0.1

# New compounds follow.
item	molecule	INS-1E GSIS act	esBAF inh	RAD54 inh	RAD52 anneal inh
31	COC(=O)C1=C(NC(=O)c2cccc(OC)c2)CCS1	-19	-4	-4	-9
32	COCCCNC(=O)c1cc(C(=O)c2ccccc2Br)c[nH]1	-5	.	.	-6
33	Brc1ccc(-c2nc(-c3ccccn3)no2)o1	-2	-73	-4	.
34	COc1cc(Cl)ccc1OCc1cc(C(=O)N2CCN(c3ccccn3)CC2)no1	6	-1	-6	-19
35	COc1ccc(Cl)cc1-n1c(N)c(C(N)=O)sc1=S	-4	-2	3	-9
36	CCCN(C)C[C@H]1OCCCC[C@@H](C)Oc2ccc(NC(=O)c3ccccc3)cc2C(=O)N([C@H](C)CO)C[C@@H]1C	3	-3	15	6
37	Cc1ccc(C(=O)N2CCN(c3ccccn3)CC2)cc1	.	3	-2	-4
38	O=C(COc1ncnc2ccccc12)NCCc1ccccc1	14	.	.	9
39	F[B-](F)(F)COc1ccccc1	88*	-1	3	-18
40	O=[N+]([O-])c1ccc2c(c1)c1ccccc1n2CCO	16	-9	6	-17
41	CC(C)CCN(C(=O)CNC(=O)c1cccs1)C(C(=O)NC1CCCCC1)c1cccnc1 (stereo unspecified)	-18	-7	1	-20
42	C[C@H](CO)N1C[C@H](C)[C@@H](CN(C)CC2CC2)OCCCC[C@H](C)Oc2ccc(NS(=O)(=O)c3ccccc3)cc2C1=O	1	2	9	21
43	COc1ccc(NC(=O)Nc2ccc3c(c2)[C@@H]2C[C@@H](CC(=O)NC4CCCCC4)O[C@H](CO)[C@@H]2O3)cc1	10	4	11	-16
44	N#C[C@@H]1[C@@H](c2ccccc2)[C@H](CO)N1S(=O)(=O)c1ccc(-c2ccccc2)cc1	-11	0	-19	-24
45	C[C@H](CO)N1C[C@H](C)[C@H](CN(C)Cc2ccc(Cl)c(Cl)c2)Oc2ccc(NC(=O)Cc3cn(C)c4ccccc34)cc2CC1=O	-3	4	1	-14

item	ERAP1 inh	ARNT TACC3 PPI	Xi reactivation	CFTR F508del cor
31	2	-3	.	0.7
32	5	-6	0.2	-0.7
33	.	11	.	.
34	-4	5	0.1	-1.4
35	4	.	.	-0.5
36	-3	3	-1.1	-3.0
37	2	1	0.0	4.3
38	1	-3	0.0	1.5
39	-2	-8	-0.1	2.5
40	-2	-2	0.3	-1.1
41	.	1	0.3	1.1
42	-2	-3	0.4	1.4
43	0	-1	0.2	0.8
44	0	22	0.4	-2.2
45	0	.	4.6	1.6

# (list continues)
item	molecule	INS-1E GSIS act	esBAF inh	RAD54 inh	RAD52 anneal inh
46	COC(=O)C1=C(CS(=O)(=O)c2cc(Cl)ccc2OC)NC(=O)NC1c1ccc(O)c(OC)c1 (stereo unspecified)	-6	-1	1	-5
47	CC(=O)Nc1ccc(S(=O)(=O)Nc2ccccc2N2CCOCC2)cc1Cl	4	7	-13	-16
48	CC(C)NC(=O)N(C)C[C@H]1OCCCC[C@H](C)Oc2ccc(NC(=O)Nc3cccc4ccccc34)cc2C(=O)N([C@@H](C)CO)C[C@H]1C	21	-10	3	8
49	CCC(C)NC(=O)C1(O)c2ccccc2NC(=O)N1c1ccc(C)c(C)c1 (stereo unspecified)	-3	2	-4	-3
50	CN(C)C(=O)C[C@H]1C[C@H]2c3cc(NS(C)(=O)=O)ccc3O[C@H]2[C@@H](CO)O1	10	0	-5	-7
51	COc1ccc(-c2nc(CS(=O)CC(=O)NCc3ccco3)c(C)o2)cc1 (stereo unspecified)	-22	-4	0	-20
52	C[C@H]1CN([C@@H](C)CO)C(=O)CCCn2cc(nn2)CO[C@@H]1CN(C)S(=O)(=O)c1ccc(Oc2ccccc2)nc1	1&10	4	3	-4&-5
53	COC(=O)c1cc(-c2ccc(Br)cc2)c2c(=O)n(C)c(=O)n(C)c2n1	6	-3	4	2
54	Cc1ccc(OCC(=O)N/N=C/c2ccccc2)c([N+](=O)[O-])c1	-7	.	.	-8
55	COc1ccc(C(=O)COC(=O)CCNS(=O)(=O)c2ccc(NC(C)=O)cc2)c(OC)c1	17	-5	-5	0

item	ERAP1 inh	ARNT TACC3 PPI	Xi reactivation	CFTR F508del cor
46	1	1	0.0	-4.1
47	0	-3	-0.1	-0.8
48	-3	-18	0.0	-1.5
49	-2	-5	0.4	-3.2
50	1	-2	0.2	-2.4
51	4	1	0.1	1.1
52	0&2	.	0.4&-0.7	-2.1&0.0
53	0	-2	0.0	-0.3
54	1	0	0.0	0.6
55	3	2	0.0	-2.7
